Compound activity from PubChem BioAssay.
ZTA counter – blocks Epstein-Barr virus ZTA, an EBNA-1 counter-screen; P03206; ZTA-DNA binding, fluorescence polarization; inhibition, % at 11 µM; 320,000 compounds, 0.15% hits; in the data active means inhibition above about 33%
Target sequence (P03206 whole entry, looked up): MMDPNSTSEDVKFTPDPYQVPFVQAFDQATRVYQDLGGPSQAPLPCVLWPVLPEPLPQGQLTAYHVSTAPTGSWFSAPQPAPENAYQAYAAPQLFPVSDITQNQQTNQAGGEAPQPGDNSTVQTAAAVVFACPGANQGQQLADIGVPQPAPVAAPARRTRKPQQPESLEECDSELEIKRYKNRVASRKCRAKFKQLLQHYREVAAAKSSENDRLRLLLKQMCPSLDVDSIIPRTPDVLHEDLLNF
LYPLA2 counter – blocks human lysophospholipase 2, a PME1 counter-screen; O95372; recombinant LYPLA2, FP-Rh probe fluorescence polarization; inhibition, % at 5.9 µM; 320,000 compounds, 0.38% hits;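 active means inhibition above the screen-wide mean plus 3 SD, limit set per campaign, cut at about 26% in these data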;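 further: 0% = LYPLA2 with DMSO and 100% = wells lacking LYPLA2 enzyme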
PAFAH1B2 FP inh – PAFAH1B2 (human) inhibition. recombinant PAFAH1B2, FP-rhodamine activity probe, fluorescence polarization. 340,000 compounds, 1.2% hits. P68402. inhibition, % at 3.39 µM;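 active means inhibition above the mean of all tested compounds plus 3 SD, cut at about 24% in these data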;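 further: 0% = enzyme with DMSO and 100% = wells lacking PAFAH1B2; many of its hits are not listed in these tables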
Target sequence (P68402 whole entry, looked up): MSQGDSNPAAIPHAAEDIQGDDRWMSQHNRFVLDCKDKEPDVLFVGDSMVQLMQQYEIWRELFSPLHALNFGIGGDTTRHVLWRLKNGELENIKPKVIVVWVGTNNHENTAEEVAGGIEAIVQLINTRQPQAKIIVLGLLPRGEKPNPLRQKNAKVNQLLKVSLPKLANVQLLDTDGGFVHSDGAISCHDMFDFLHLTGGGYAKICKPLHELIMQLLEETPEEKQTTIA
LYPLA1 inh – counter-screen for PME1 inhibitors: inhibitors of human LYPLA1 | recombinant LYPLA1, FP-Rh probe fluorescence polarization | inhibition, % at 5.9 µM | 320,000 compounds, 0.16% hits | AID 2174;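 active means inhibition above the mean of all tested compounds plus 3 SD, set per campaign, cut at about 14% in these data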;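 further: inhibitors block serine hydrolase probe labeling of LYPLA1 so polarization falls; 0% = enzyme with DMSO and 100% = wells lacking LYPLA1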
Target sequence (O75608 whole entry, looked up): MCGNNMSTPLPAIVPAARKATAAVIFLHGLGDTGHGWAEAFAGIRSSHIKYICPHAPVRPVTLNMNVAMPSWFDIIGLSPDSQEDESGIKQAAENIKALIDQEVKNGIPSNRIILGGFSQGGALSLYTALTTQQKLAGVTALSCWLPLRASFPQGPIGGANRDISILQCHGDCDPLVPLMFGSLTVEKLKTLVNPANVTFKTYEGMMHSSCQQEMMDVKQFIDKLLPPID
PAFAH1B3 FP inh – blocks human PAF acetylhydrolase 1B catalytic subunit 3. recombinant PAFAH1B3, FP-rhodamine probe, fluorescence polarization. inhibition, % at 3.39 µM. 340,000 compounds, 0.28% hits. AID 492972;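 active means inhibition above the screen-wide average of all tested compounds plus 3 SD, cut at about 25% in these data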;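 further: 0% = enzyme with DMSO only and 100% = wells lacking PAFAH1B3 protein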
Target sequence (Q15102 whole entry, looked up): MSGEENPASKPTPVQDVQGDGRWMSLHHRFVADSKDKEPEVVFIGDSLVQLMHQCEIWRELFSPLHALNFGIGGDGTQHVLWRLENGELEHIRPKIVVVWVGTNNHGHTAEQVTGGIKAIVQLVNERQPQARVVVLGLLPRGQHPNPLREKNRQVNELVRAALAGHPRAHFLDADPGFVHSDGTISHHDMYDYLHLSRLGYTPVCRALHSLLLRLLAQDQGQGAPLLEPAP
PREPL inh – human PREPL enzyme inhibition; Q4J6C6; recombinant PREPL, fluorescence polarization activity-based probe; inhibition, % at 5.96 µM; 320,000 compounds, 0.68% hits; in the data active means inhibition above about 43%;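 further: 0% = enzyme with DMSO and 100% = wells lacking enzyme; many of its hits are not listed in these tables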
EBNA-1 inh – blocks EBNA-1 binding to DNA; EBNA-1 DNA binding, fluorescence polarization; inhibition, % at 14.8 µM; 300,000 compounds, 0.34% hits; AID 1950; in the data active means inhibition above about 28%
pPAFAH FP inh – inhibitors of human plasma PAF acetylhydrolase (pPAFAH); Q13093; recombinant pPAFAH, FP-rhodamine probe fluorescence polarization; inhibition, % at 3.39 µM; 330,000 compounds, 1.5% hits; AID 463082;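 active means inhibition above the mean inhibition across the screen plus 3 SD, cut at about 25% in these data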;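 further: inhibitors block binding of the rhodamine activity-based probe so polarization drops; 0% = enzyme with DMSO and 100% = wells lacking pPAFAH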
PAFAH2 inh – inhibitors of human PAFAH2 | Q99487 | recombinant PAFAH2, FP-rhodamine activity probe, fluorescence polarization | inhibition, % at 3.39 µM | 340,000 compounds, 0.99% hits | AID 492956;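 active means inhibition above the mean over all tested compounds plus 3 SD, cut at about 30% in these data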;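 further: inhibitors block probe labeling of enzyme so polarization drops; 0% = enzyme with DMSO and 100% = wells lacking PAFAH2 protein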
* = called active by the depositor; · = no result given. This is a subset; rates above refer to the full screens.

SMILES	ZTA counter	LYPLA2 counter	PAFAH1B2 FP inh	LYPLA1 inh	PAFAH1B3 FP inh	PREPL inh	EBNA-1 inh	pPAFAH FP inh	PAFAH2 inh
COCCn1c(SCc2ccccc2)nc2c1c(=O)[nH]c(=O)n2C	-9	-1	10	1	16	7	-1	5	-1
C=CCn1c(NCc2ccc(OC)cc2)nc2ccccc21	1	5	0	-3	1	4	2	-2	-6
CCOC(=O)C1CCN(S(=O)(=O)c2cccc(C(=O)Nc3ccccc3)c2)CC1	-12	3	2	-3	-4	-1	-10	1	-4
COc1cccc2cc(-c3n[nH]c(=S)n3C)oc12	7	1	0	1	7	16	15	2	2
O=C(NCc1ccccc1)Oc1cccc(Cl)c1	-4	8	2	-1	4	9	7	-3	4
Cc1onc(-c2ccccc2Cl)c1C(=O)NCc1ccco1	-6	8	4	-5	9	12	9	21	14
O=C(COC(=O)c1ccc(Br)o1)Nc1ccc(N2CCOCC2)cc1	-5	3	1	5	5	15	·	5	7
COc1cccc2cc(C(C)N(CCCN3CCOCC3)C(=S)Nc3cc(C)cc(C)c3)oc12 (centres undefined)	-15	9	5	6	2	-11	-9	2	3
Cc1ccc(C(=O)N2CCN(c3ccc(N4CCOCC4)nn3)CC2)cc1C	-2	2	1	-2	8	-2	-8	-1	-2
O=C(Nc1cccc(C(=O)N2CCOCC2)c1)c1ccccc1Cl	-8	-4	-1	0	1	3	2	5	5
Cc1cnc(NC(=O)CSc2nnc(C)n2N)s1	-4	3	-3	3	11	11	5	3	-5
O=C(CSc1nnc2ccccn12)NCCN1C(=O)CSC1=O	-1	-2	-2	1	2	6	-12	-5	14
Cc1ccc(NC(=O)Nc2c(C)n(C)n(-c3ccccc3)c2=O)cc1C	0	3	2	0	6	13	-2	0	2
O=C(CCN1C(=O)/C(=C\c2ccccc2)SC1=S)Nc1ccc(C(=O)O)cc1	-10	3	2	-1	2	-23	-1	3	3
Cc1ccc2nc(NCc3ccccc3)c(C#N)cc2c1	1	8	1	-1	14	10	8	0	1
Cc1ccc(NC(=O)CSc2cn[nH]n2)cc1	-2	-5	-2	-2	-1	5	-4	-2	-8
CCCc1nc2ccccc2c(=O)n1-c1c(C)n(C)n(-c2ccccc2)c1=O	-8	-1	3	-1	4	6	1	0	0
CCOc1nc(-c2ccccc2)ccc1-c1noc(COc2ccccc2)n1	15	-8	-3	-4	1	-12	-5	3	-1
Cc1noc(C)c1NC(=O)N(C)C[C@H]1Oc2c(NC(=O)Cc3ccccc3)cccc2C(=O)N([C@H](C)CO)C[C@@H]1C	·	·	1	·	5	22	·	0	4
Cc1ccccc1OCC(=O)Nc1cccc(NC(=O)c2ccco2)c1	-1	3	0	-1	2	-18	3	-3	-7
O=[N+]([O-])c1ccc2c3n([n+]([O-])c2c1)CCN=C3c1ccc(Cl)cc1	-7	1	0	1	3	25	-11	20	6
Cc1nc2sc3c(c2c(=O)[nH]1)CCCCC3	-17	10	-2	1	10	-6	-4	-1	-4
COc1ccccc1-c1nnc(SCC(=O)OC(C)C)o1	-5	-2	0	1	-2	9	-10	0	1
CCNC(=O)CSc1nc2sccc2c(=O)n1-c1ccccc1	-3	-4	0	-3	0	16	-18	3	-1
CC(C)[C@H](NC(=O)c1ccccc1)C(=O)OCC(=O)N1CC2(C)CC1CC(C)(C)C2 (some centres undefined)	-3	-2	4	4	2	8	-5	2	-2

Reprinted from the part before: two entries, then new ones.
SMILES	ZTA counter	LYPLA2 counter	PAFAH1B2 FP inh	LYPLA1 inh	PAFAH1B3 FP inh	PREPL inh	EBNA-1 inh	pPAFAH FP inh	PAFAH2 inh
CCNC(=O)CSc1nc2sccc2c(=O)n1-c1ccccc1	-3	-4	0	-3	0	16	-18	3	-1
CC(C)[C@H](NC(=O)c1ccccc1)C(=O)OCC(=O)N1CC2(C)CC1CC(C)(C)C2 (some centres undefined)	-3	-2	4	4	2	8	-5	2	-2
Cc1ccc(Cn2nnnc2CN2CCC(O)(c3ccc(F)cc3)CC2)cc1	-14	12	-1	7	7	-28	-16	2	3
CSCCC1NC2(C(=O)Nc3c(C)cc(Cl)cc32)[C@@H]2C(=O)N(C3CCCC3)C(=O)[C@H]12 (some centres undefined)	-3	5	0	-4	-1	13	1	20	2
CCC(=O)c1cc2c(cc1NC(=O)c1ccccc1)OCCO2	8	1	6	-2	12	6	5	2	9
NC(=NC(=O)c1ccc(OCC(F)(F)F)nc1)c1ccccc1	8	-1	3	-2	0	3	0	3	0
CCOc1ccccc1C(=O)NCC(=O)NNC(=O)CN(C)S(=O)(=O)c1ccc(Cl)cc1	4	6	6	-1	5	10	-4	-2	2
CN(Cc1ccccc1)C(=O)CCC1CCN(S(C)(=O)=O)CC1	1	5	3	1	7	11	-9	-6	0
O=C(CSC1=NCCS1)Nc1cccc(F)c1	10	5	-1	1	2	0	0	-3	0
CC1(C)CC2CC(C)(CN2C(=O)c2ccccc2)C1 (centres undefined)	-17	6	8	2	12	-15	-12	6	2
O=C(NC(=S)NC1CC1)c1cccnc1	-22	0	0	-3	2	-9	-3	3	-12
CSc1ccc(CN(C)CC(=O)NCCc2ccccc2)cc1	-8	-1	15	2	4	-5	-7	4	0
Nc1nn(-c2ccccc2)c(N)c1N=Nc1ccccc1F	5	-2	2	1	9	54*	-8	7	6
Cn1c(=O)c2c(nc(NC3CCCCC3)n2Cc2ccccc2)n(C)c1=O	4	0	4	-3	-1	15	2	13	1
CC(C)(C)c1ccc(OC(=O)Cn2c(C(F)(F)F)nc3ccccc32)cc1	8	3	10	0	7	20	2	-1	4
Cc1ccc2oc(=O)c(/C=C(\O)c3sc(C)nc3C)nc2c1	3	-3	4	-3	2	3	-5	8	4
CCOC(=O)C1CCN(S(=O)(=O)c2ccc3[nH]c(=O)c(=O)[nH]c3c2)CC1	11	6	6	0	0	2	4	9	1
Cc1cccc(OCC(=O)N(Cc2cccs2)C2CCS(=O)(=O)C2)c1C (centres undefined)	3	-2	4	0	10	9	-12	7	2
O=C(O)[C@H]1CCCC[C@H]1C(=O)Nc1cc([N+](=O)[O-])ccc1F	-2	6	4	2	2	7	1	4	-11
O=C1OC2CCC1(c1ccccc1)C2 (centres undefined)	-2	-3	7	-2	-3	1	4	0	0
O=[N+]([O-])c1ccc(N2CCOCC2)cc1NCc1ccccc1	15	8	4	0	7	0	13	3	2
Cc1onc(-c2ccccc2)c1C(=O)N1CCN(c2ncccn2)CC1	-6	2	0	1	2	4	3	3	1
O=C(COc1coc(CN2CCCc3ccccc32)cc1=O)Nc1ccc([N+](=O)[O-])cc1	8	-16	4	-6	1	20	-13	13	4
Cc1nc(N)nc(N)c1CCCc1ccc(Cl)c(Cl)c1	1	0	0	0	2	16	2	5	-6
CC(C)CSc1nnc2c3ccccc3n(C)c2n1	0	-2	-2	-2	3	3	4	9	2
CCc1ccc(C(=O)Nc2ccc(OC)c(S(=O)(=O)N3CCCCC3)c2)cc1	-1	0	-5	-5	-9	6	·	-4	-8
COc1ccc(C)cc1NC(=O)CN1CCCC1c1ccc2c(c1)OCCCO2 (centres undefined)	·	·	2	·	7	9	·	4	3
The list goes on:
SMILES	ZTA counter	LYPLA2 counter	PAFAH1B2 FP inh	LYPLA1 inh	PAFAH1B3 FP inh	PREPL inh	EBNA-1 inh	pPAFAH FP inh	PAFAH2 inh
CCC(C)N1C(=O)S/C(=C/c2ccc(N3CCOCC3)cc2C)C1=O (centres undefined)	2	2	-2	2	2	1	2	9	-8
CC(=O)N1c2ccc(S(=O)(=O)NCCC(=O)N(C)Cc3ccccc3)cc2CC1C (centres undefined)	-12	3	3	-1	-2	9	0	2	8
COc1ccccc1N1CCN(c2nc(-c3ccccc3)cc(C(F)(F)F)n2)CC1	26	2	0	-3	5	4	8	4	-11
Nc1ncnc(SCc2c(F)cccc2Cl)n1	1	-5	·	-3	·	18	-3	-4	·
C/C(=N/NC(=O)c1cccc(C)c1)c1c(O)cc(C)oc1=O	-8	7	-4	1	13	8	11	4	5
Cc1ccc(S(=O)(=O)N2CCN(c3nc4ccccc4nc3-n3nc(C)cc3C)CC2)cc1	6	0	12	-3	-1	-10	1	1	-3
Cc1cc(C)cc(NC(=O)CSc2ccc(-c3ccco3)nn2)c1	6	-6	7	-7	5	3	-12	3	10
CCn1c(=O)cc(SCC(=O)NCc2ccccn2)c2ccccc21	-1	2	6	1	8	2	8	4	1
COC(=O)Nc1ccc2ncn(C)c(=O)c2c1	-11	2	-1	-3	11	-3	-2	-5	8
CC(=O)Nc1ccc(OC(F)(F)C(F)F)c(NC(C)=O)c1	7	5	6	-1	6	13	10	7	4
COc1cccc(C(=O)N(c2ccc(C)cc2)C2C=CS(=O)(=O)C2)c1 (centres undefined)	-31	9	-2	-1	9	11	-2	0	1
Cc1cc(C(=O)COc2ccc3ccc(=O)oc3c2)c(C)n1C	9	2	0	0	8	-3	-7	1	4
Cc1cc2nc(C)c(Cl)c(=O)n2[nH]1	2	1	3	4	5	6	-4	4	12
O=C1/C(=C\c2cccnc2)SC(=S)N1C1CCS(=O)(=O)C1 (centres undefined)	-3	-5	-1	-4	-1	-7	-5	-17	0
NC(=O)CC(NC(=O)Cc1cccc2ccccc12)c1ccc(N2CCC(Cc3ccccc3)CC2)c([N+](=O)[O-])c1 (centres undefined)	-5	-3	8	2	8	12	1	1	5
CCN(CC)CCN(Cc1cc2cc3c(cc2[nH]c1=O)OCO3)C(=S)NCC1CCCO1 (centres undefined)	-8	3	1	-1	4	9	2	1	2
O=C(NC(n1ccc(=O)[nH]c1=O)C(Cl)(Cl)Cl)C12CC3CC(CC(C3)C1)C2 (centres undefined)	11	4	27*	6	6	-13	-6	8	-4
COc1ccc(NC(=O)c2ccc(Cl)c(S(=O)(=O)N3CC(C)OC(C)C3)c2)cn1 (centres undefined)	1	-5	-1	0	4	-2	·	0	5
CCOC(=O)C1=C(C)N(CCCC(=O)O)C(=O)NC1c1ccc(Cl)cc1 (centres undefined)	-2	0	6	-4	7	-8	8	1	1
COc1ccc(NC(=O)Cn2c3ccc(OC)cc3c3nc4n(c(=O)c32)CCS4)cc1	2	-4	2	0	8	15	-10	3	-4
CCOC(=O)c1cccnc1SC(CC)C(=O)NCc1ccco1 (centres undefined)	2	2	-2	0	-1	7	6	0	-5
CCOC(=O)C1(CCOc2ccccc2)CCN(Cc2ccc(O)c(OCC)c2)CC1	10	2	-5	4	2	33	5	8	1
Cc1ccccc1C(=O)NNC(=O)CSc1nc2ccccc2c(=O)[nH]1	2	0	3	11	8	3	10	-2	3
CC(C)Oc1cccc(C(=O)C2CCCN(C(=O)CCn3cnnn3)C2)c1 (centres undefined)	-5	0	-1	-1	1	16	2	-3	-1
CCC(=O)OCc1cc2cccc(C)c2[nH]c1=O	-10	3	-1	3	4	-4	-6	1	-1
CCS(=O)(=O)N1CCC(NC(=O)C(Cc2ccc(OC)c(OC)c2)NC(C)=O)CC1 (centres undefined)	0	-1	-1	-1	7	4	-20	-1	-3
CC(C)COC(=O)N1CCCC1C(=O)Nc1nccs1 (centres undefined)	-4	23	1	2	-3	12	0	2	7
O=C(Nc1ccccc1C(F)(F)F)c1ccc(F)c(S(=O)(=O)N2CCOCC2)c1	-26	4	6	-1	4	-1	-8	0	-2
CC1CCCCC1NCc1cccc([N+](=O)[O-])c1 (centres undefined)	3	3	0	1	11	20	15	0	-1
N#CC1=C(N)NC(SCC(=O)c2ccccc2)=C(C#N)C12CCCC2	8	2	0	-2	7	15	13	15	1
